From PubChem BioAssay
SUMO HTRF inh: SUMOylation inhibition; HTRF SUMOylation assay, SAE1/SAE2 + UBC9, in vitro; inhibition, % at 35 µM; 290,000 compounds, 0.36% hits; AID 2006; in the data active means inhibition above about 50%, passing the limit was not always enough; further: strong numbers were not always called active
Target sequence (P63279 whole entry, looked up): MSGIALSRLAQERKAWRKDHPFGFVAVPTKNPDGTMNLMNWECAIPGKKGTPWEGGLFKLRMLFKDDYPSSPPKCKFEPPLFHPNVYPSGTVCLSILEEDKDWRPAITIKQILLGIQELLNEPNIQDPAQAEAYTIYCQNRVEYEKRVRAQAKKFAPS
PHOSPHO1 block: blocks human PHOSPHO1 phosphatase activity; Q8TCT1; recombinant PHOSPHO1, absorbance phosphatase assay; inhibition, % at 13.3 µM; 290,000 compounds, 1.1% hits; AID 1565; in the data active means inhibition above about 60%
Target sequence (Q8TCT1 whole entry, looked up): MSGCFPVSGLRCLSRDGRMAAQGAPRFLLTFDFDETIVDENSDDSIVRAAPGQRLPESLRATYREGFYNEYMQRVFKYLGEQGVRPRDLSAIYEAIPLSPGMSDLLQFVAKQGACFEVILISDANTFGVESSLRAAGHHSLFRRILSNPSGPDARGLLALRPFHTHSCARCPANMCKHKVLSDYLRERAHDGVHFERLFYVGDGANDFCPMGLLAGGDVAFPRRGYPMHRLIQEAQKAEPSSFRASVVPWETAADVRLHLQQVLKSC
NS3 helicase inh: HCV NS3 helicase inhibition. NS3 helicase DNA unwinding, Cy5 molecular beacon fluorescence. inhibition, % at 10.9 µM. 290,000 compounds, 0.56% hits. AID 1800;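 active means inhibition above the mean of all tested compounds plus 3 SD, set per campaign, cut at about 35% in these data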;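 further: 0% = DMSO wells and 100% = thioflavine S control wells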
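Material: hepatitis C virus NS3 helicase domain fragment enzyme; measured by: Cy5 fluorescence, 0 and 60 min reads; control set: DMSO and thioflavine S; incubation: 60 min unwinding reaction at 25 °C after ATP addition; read-out basis: % inhibition from 60/0 min fluorescence ratio, DMSO 0%, thioflavine S 100%; repeats: singlicate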
MEKK3 PB1 HTS: modulators (inhibitors or enhancers) of MEK5 binding to human MEKK3 PB1 domain; bead-based flow cytometry, Alexa488-MEK5 binding to MEKK3; actives lie on both sides; 0 = blocked by unlabeled MEK5, 100 = vehicle; Q99759; binding response (% of control), % at 10 µM; 290,000 compounds, 1.4% hits;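 active means binding response more than 3 SD above or below the average of its plate-row segment, actives on both sides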;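 further: Alexa488 bead fluorescence after subtracting the streptavidin-only scavenger bead signal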
Target sequence (Q99759 whole entry, looked up, the tested form may be a part): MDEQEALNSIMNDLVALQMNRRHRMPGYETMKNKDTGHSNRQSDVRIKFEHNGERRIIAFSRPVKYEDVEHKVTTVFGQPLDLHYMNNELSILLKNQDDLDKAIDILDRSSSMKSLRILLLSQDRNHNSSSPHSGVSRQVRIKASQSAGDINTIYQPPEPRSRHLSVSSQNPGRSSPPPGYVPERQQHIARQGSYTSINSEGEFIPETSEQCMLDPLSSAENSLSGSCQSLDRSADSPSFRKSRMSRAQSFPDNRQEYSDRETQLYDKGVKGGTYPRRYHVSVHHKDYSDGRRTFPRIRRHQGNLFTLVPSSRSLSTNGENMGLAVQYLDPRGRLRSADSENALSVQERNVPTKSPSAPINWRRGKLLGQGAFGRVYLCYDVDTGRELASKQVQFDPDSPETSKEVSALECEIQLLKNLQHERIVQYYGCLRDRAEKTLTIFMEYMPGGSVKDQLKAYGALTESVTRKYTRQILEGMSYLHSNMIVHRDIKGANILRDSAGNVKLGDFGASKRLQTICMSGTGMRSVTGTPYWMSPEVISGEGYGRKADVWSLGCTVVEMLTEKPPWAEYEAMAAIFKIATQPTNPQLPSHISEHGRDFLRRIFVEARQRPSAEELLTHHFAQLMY
FID counter: fluorescent intercalator displacement, NS3 helicase counter-screen. DNA fluorescent intercalator displacement, fluorescence. inhibition, % at 7.9 µM. 290,000 compounds, 0.17% hits. AID 1845; in the data active means inhibition above about 37%;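 further: 0% = vehicle and 100% = reference compound; higher means more ethidium bromide displaced from hairpin DNA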
VIM-2 inhibitor: blocks Pseudomonas aeruginosa VIM-2 metallo-beta-lactamase; purified VIM-2, nitrocefin hydrolysis, epi-absorbance fluorescence; inhibition, % at 5.6 µM; 290,000 compounds, 0.89% hits; AID 1527;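 active means inhibition above the mean of all tested compounds plus 3 SD, cutoff set per screening run, cut at about 7.5% in these data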;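 further: red hydrolysis product quenches plate fluorescence so inhibitors raise well fluorescence; 0% = enzyme with DMSO and 100% = DMSO without enzyme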
p-CIP stab down: compounds decreasing mouse p/CIP protein stability; Q05BA5; F442A p/CIP-EGFP cells, EGFP fluorescence, 16 h; 290,000 compounds, 0.01% hits; AID 1984; decrease of EGFP signal, % at 10 µM;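 active means EGFP signal decrease of at least 30% at 10 µM or well 3 SD below plate mean, unless failing retest; inactive means the rest, including hits failing retest or dose response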; further: some compounds called inactive have numbers as strong as hits; many of its hits are not listed in these tables
IMP-1 inh: blocks Pseudomonas aeruginosa IMP-1 metallo-beta-lactamase | inhibition, % at 5.6 µM | purified IMP-1, nitrocefin hydrolysis, epi-absorbance fluorescence | 290,000 compounds, 0.45% hits;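 active means inhibition above the mean plus 3 SD of all compounds in the same screening run, cut at about 4.5% in these data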;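 further: 0% = IMP-1 with DMSO and 100% = DMSO wells lacking enzyme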
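System: Purified IMP-1 | Read-out basis: Percent enzyme inhibition | Controls: IMP-1 with DMSO as 0%, enzyme-free DMSO as 100% | Replicates: One well per compound | Doses: 5.6 µM nominal single concentration | Detection: Epi-absorbance fluorescence, 480 nm excitation, 530 nm emission | Incubation: 25 °C, 15 min preincubation, 25 min reaction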
IDE cell activ: activators of human insulin-degrading enzyme in cells; 340,000 compounds, 0.073% hits; AID 493087; P14735; activation, % at 5.96 µM; HEK cells, FAbeta-B cleavage, fluorescence polarization; 0% vehicle, 100% cell-free pure enzyme wells;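 active means activation above the mean of all tested compounds plus 3 SD, set per screening campaign, cut at about 17% in these data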
* hit, by the source's call.

`COc1ccc(N(CCN2C(=O)c3ccccc3C2=O)C(=O)c2cccc([N+](=O)[O-])c2)cc1` gave SUMO HTRF inh 14, PHOSPHO1 block -11, NS3 helicase inh -23, MEKK3 PB1 HTS 100, FID counter -21, VIM-2 inhibitor -0.2, p-CIP stab down -22, IMP-1 inh -2.1 and IDE cell activ -2.
For O=C(CN(C(=O)c1csnn1)c1cccc(F)c1)NCc1ccc(F)cc1 the results were SUMO HTRF inh 18, PHOSPHO1 block 52, NS3 helicase inh -4, MEKK3 PB1 HTS 104, FID counter 1, VIM-2 inhibitor -2.5, p-CIP stab down 10, IMP-1 inh -2.1 and IDE cell activ 2.
CCOC(=O)c1ccc(N2CCN(c3ccc(F)cc3)CC2)c(NC(=O)Nc2cccc(OC)c2)c1 was read as SUMO HTRF inh -10, PHOSPHO1 block -4, NS3 helicase inh 13, MEKK3 PB1 HTS 90, FID counter -6, VIM-2 inhibitor -1.8, p-CIP stab down 15, IMP-1 inh -1.6 and IDE cell activ 3.
CC1CCCN(C(=O)C2COc3ccccc3O2)C1 (stereo not given) was read as SUMO HTRF inh 0, PHOSPHO1 block 17, NS3 helicase inh -6, MEKK3 PB1 HTS 100, FID counter -7, VIM-2 inhibitor -2.3, p-CIP stab down 3, IMP-1 inh -0.8 and IDE cell activ 6.
Screening CO/N=C(\C)c1ncc(C(F)(F)F)cc1N1CCOCC1 returned SUMO HTRF inh 3, PHOSPHO1 block 11, NS3 helicase inh 0, MEKK3 PB1 HTS 106, FID counter -3, VIM-2 inhibitor -3.8, p-CIP stab down -16, IMP-1 inh -2.9 and IDE cell activ 0.
`COc1ccc(NC(=O)C2CCN(C(=O)c3ccccc3)CC2)c(OC)c1` gave SUMO HTRF inh 7, PHOSPHO1 block -2, NS3 helicase inh 9, FID counter -8, VIM-2 inhibitor -4.7, p-CIP stab down -11, IMP-1 inh -4.4 and IDE cell activ 4.
`COc1ccc(-c2cc(C(=O)NCc3cccnc3)no2)cc1` gave SUMO HTRF inh 38, PHOSPHO1 block -12, NS3 helicase inh 2, MEKK3 PB1 HTS 99, FID counter -12, VIM-2 inhibitor -3.0, p-CIP stab down -9, IMP-1 inh -3.5 and IDE cell activ 4.
Screening COc1ccc(S(=O)(=O)NCCCN2CCCC2=O)cc1OC returned SUMO HTRF inh 9, PHOSPHO1 block 38, NS3 helicase inh 6, MEKK3 PB1 HTS 95, FID counter -5, VIM-2 inhibitor -1.5, p-CIP stab down -6, IMP-1 inh -0.8 and IDE cell activ -1.
Screening CCNC(=S)N/N=C/c1cn(Cc2ccccc2F)c2ccccc12 returned SUMO HTRF inh -17, PHOSPHO1 block 21, NS3 helicase inh -4, MEKK3 PB1 HTS 117, FID counter -3, VIM-2 inhibitor 1.3, p-CIP stab down -7, IMP-1 inh -1.5 and IDE cell activ 0.
O=C(O)c1cnc(-c2ccccc2)nc1Sc1ccc(Cl)cc1 was read as SUMO HTRF inh 6, PHOSPHO1 block 58, NS3 helicase inh 19, MEKK3 PB1 HTS 101, FID counter -33, VIM-2 inhibitor -3.2, p-CIP stab down 1, IMP-1 inh -2.5 and IDE cell activ 1.
O=C(CC1CC2CCC1C2)NC1CCCCCCC1 (stereo not given) was read as SUMO HTRF inh 2, PHOSPHO1 block 23, NS3 helicase inh 3, MEKK3 PB1 HTS 102, FID counter -23, VIM-2 inhibitor -1.4, p-CIP stab down -1, IMP-1 inh -1.1 and IDE cell activ 2.
For Cc1cc(C)n(-c2ccc(Oc3ccccc3)c(S(=O)(=O)O)c2)n1 the results were SUMO HTRF inh -2, PHOSPHO1 block -3, NS3 helicase inh 8, MEKK3 PB1 HTS 107, FID counter -27, VIM-2 inhibitor -3.5, p-CIP stab down -5, IMP-1 inh -1.4 and IDE cell activ 5.
For C=CCn1c2ccccc2n2nc(C)c(=O)nc12 the results were SUMO HTRF inh 34, PHOSPHO1 block -3, NS3 helicase inh 8, MEKK3 PB1 HTS 97, FID counter -6, VIM-2 inhibitor 0.9, p-CIP stab down -3, IMP-1 inh -2.3 and IDE cell activ 0.
Screening CCOc1ccccc1NC(=O)NNS(=O)(=O)c1cc(C)ccc1C returned SUMO HTRF inh -3, PHOSPHO1 block 43, NS3 helicase inh 2, MEKK3 PB1 HTS 104, FID counter -28, VIM-2 inhibitor 2.6, p-CIP stab down 1, IMP-1 inh 0.9 and IDE cell activ 1.
`Cc1c(Cl)c(C(=O)Nc2nc3ccccc3n2CCN2CCCCC2)nn1C` gave SUMO HTRF inh -3, PHOSPHO1 block 3, NS3 helicase inh -4, FID counter -5, VIM-2 inhibitor -3.8, p-CIP stab down 5 and IMP-1 inh -4.6.
Screening COc1cc(OC)cc(C(=O)N[C@H](C(=O)Nc2ccc(NC(C)=O)cc2)C(C)C)c1 returned SUMO HTRF inh 5, PHOSPHO1 block 12, NS3 helicase inh 3, MEKK3 PB1 HTS 97, FID counter -33, VIM-2 inhibitor 1.0, p-CIP stab down 1, IMP-1 inh 0.0 and IDE cell activ -2.
`COc1cccc(NC(=O)CSc2nnc(Cc3cccn3C)n2-c2ccc(F)cc2)c1` gave SUMO HTRF inh 0, PHOSPHO1 block 22, NS3 helicase inh 3, MEKK3 PB1 HTS 106, FID counter -31, VIM-2 inhibitor -2.4, p-CIP stab down 1, IMP-1 inh -2.5 and IDE cell activ 5.
`COc1cccc2cc(C(=O)n3ccc(C)n3)c(=O)oc12` gave SUMO HTRF inh 10, PHOSPHO1 block -31, NS3 helicase inh 4, MEKK3 PB1 HTS 102, FID counter 4, VIM-2 inhibitor -2.5, p-CIP stab down 10, IMP-1 inh 0.9 and IDE cell activ 4.
For COc1ccc(-n2c(SCC(=O)Nc3ccc(Br)cc3)nc(O)cc2=O)cc1 the results were SUMO HTRF inh 32, PHOSPHO1 block 46, NS3 helicase inh 12, MEKK3 PB1 HTS 100, FID counter -20, VIM-2 inhibitor -3.6, p-CIP stab down -14, IMP-1 inh -4.6 and IDE cell activ 3.
For CC(C)CC(=O)NN1CCCCC1 the results were SUMO HTRF inh 5, PHOSPHO1 block 24, NS3 helicase inh 0, MEKK3 PB1 HTS 113, FID counter -4, VIM-2 inhibitor 0.1, p-CIP stab down -9, IMP-1 inh -1.7 and IDE cell activ 0.
For O=C(O)C1CCCN1S(=O)(=O)c1ccc(Cl)c(Cl)c1 (stereo not given) the results were SUMO HTRF inh 7, PHOSPHO1 block -56, NS3 helicase inh 3, MEKK3 PB1 HTS 96, FID counter -2, VIM-2 inhibitor -0.5, p-CIP stab down -11, IMP-1 inh 1.6 and IDE cell activ 3.
For N#CC1=C(c2ccccc2)/C(=C/c2ccccc2)OC1=O the results were SUMO HTRF inh 20, PHOSPHO1 block 9, NS3 helicase inh 8, MEKK3 PB1 HTS 95, FID counter -4, VIM-2 inhibitor -1.4, p-CIP stab down -2, IMP-1 inh -2.6 and IDE cell activ 4.
Screening Cc1cccc(C)c1NS(=O)(=O)c1ccc2c(c1)NC(=O)CO2 returned SUMO HTRF inh -3, PHOSPHO1 block -19, NS3 helicase inh -9, MEKK3 PB1 HTS 96, FID counter 0, VIM-2 inhibitor -0.6, p-CIP stab down -4, IMP-1 inh -1.5 and IDE cell activ 0.
For CCNC(=O)c1ccccc1SCc1ccccc1 the results were SUMO HTRF inh -1, PHOSPHO1 block 15, NS3 helicase inh -3, MEKK3 PB1 HTS 115, FID counter -3, VIM-2 inhibitor -3.1, p-CIP stab down 2, IMP-1 inh -2.5 and IDE cell activ 2.
Screening CC(=O)N1CCC(C(=O)Nc2ccc(S(=O)(=O)N3CCC(C)CC3)cc2)CC1 returned SUMO HTRF inh -10, PHOSPHO1 block 51, NS3 helicase inh 3, MEKK3 PB1 HTS 107, FID counter -30, VIM-2 inhibitor -6.1, p-CIP stab down 8, IMP-1 inh -2.6 and IDE cell activ 4.
`COc1ccc(Br)cc1/C=C/C(=O)c1ccc(NC(C)=O)cc1` gave SUMO HTRF inh 6, PHOSPHO1 block -6, NS3 helicase inh -5, MEKK3 PB1 HTS 100, FID counter 4, VIM-2 inhibitor -1.5, p-CIP stab down -7, IMP-1 inh -1.9 and IDE cell activ 4.
For Cc1ccc(C)c(Cn2nnc3c(=O)[nH]c(C4CCCN(C(=O)C5CCC5)C4)nc32)c1 (stereo not given) the results were SUMO HTRF inh -1, PHOSPHO1 block -2, NS3 helicase inh -6, MEKK3 PB1 HTS 100, FID counter -36, VIM-2 inhibitor 1.2, p-CIP stab down -8, IMP-1 inh -2.8 and IDE cell activ 7.
Screening COc1ccc(/C=N\NC(=O)c2ccc(-c3ccccc3)cc2)cc1COC(C)=O returned SUMO HTRF inh 20, PHOSPHO1 block 23, NS3 helicase inh -1, MEKK3 PB1 HTS 106, FID counter -32, VIM-2 inhibitor -0.5, p-CIP stab down -13, IMP-1 inh 0.0 and IDE cell activ -18.
`O=C(COc1ccc2c3c(c(=O)oc2c1)CCCC3)N1C[C@H]2C[C@@H](C1)c1cccc(=O)n1C2` gave SUMO HTRF inh 15, PHOSPHO1 block 34, NS3 helicase inh 46*, MEKK3 PB1 HTS 100, FID counter -27, VIM-2 inhibitor 9.1*, p-CIP stab down -11, IMP-1 inh 1.1 and IDE cell activ 7.
Cc1ccc(-n2c(=O)[nH]c3ncccc3c2=O)cc1 was read as SUMO HTRF inh 16, PHOSPHO1 block 24, NS3 helicase inh 7, MEKK3 PB1 HTS 101, FID counter -1, VIM-2 inhibitor -1.9, p-CIP stab down 1, IMP-1 inh -1.5 and IDE cell activ 6.
For CC(/C=C/c1ccccc1)=N\NC(=O)CSc1ccccn1 the results were SUMO HTRF inh 15, PHOSPHO1 block 0, NS3 helicase inh 9, MEKK3 PB1 HTS 100, FID counter -5, VIM-2 inhibitor -3.6, p-CIP stab down -12, IMP-1 inh -3.7 and IDE cell activ 0.
For Cc1ccc(NC(=O)CN2CCC(Cc3ccccc3)CC2)cc1S(=O)(=O)N(C)C the results were SUMO HTRF inh -8, PHOSPHO1 block 5, NS3 helicase inh -22, MEKK3 PB1 HTS 117, FID counter 32, VIM-2 inhibitor 0.3, p-CIP stab down 12, IMP-1 inh -0.4 and IDE cell activ 0.
Screening COC(=O)Cc1c(O)ccn(CCc2c[nH]c3ccc(OC)cc23)c1=O returned SUMO HTRF inh -4, PHOSPHO1 block 14, NS3 helicase inh 10, MEKK3 PB1 HTS 98, FID counter -1, VIM-2 inhibitor -2.8, p-CIP stab down 0, IMP-1 inh -0.4 and IDE cell activ -3.
CC(=O)Oc1ccc(C(=O)Nc2cc(C)ccc2NC(=O)COc2ccccc2)cc1 was read as SUMO HTRF inh -4, PHOSPHO1 block 26, NS3 helicase inh -9, FID counter -23, VIM-2 inhibitor 0.8, p-CIP stab down -6, IMP-1 inh -1.1 and IDE cell activ -3.

Not all compounds are listed; rates above refer to the full screens.
